# Source: PubChem
# AGP1-GFP MLPCN = modulators of AGP1-GFP expression in yeast TOR pathway, primary screen, cell-based, multiplex flow cytometry, S. cerevisiae, MLPCN library. AID 2066, 2009. GFP response vs DMSO, % at 10 µM. 3 h; GFP as percent of DMSO wells. 320,000 tested, 0.02% active;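 active means GFP response relative to DMSO above a set limit, near screen average plus 3 SD, cut at about 150% in these data; inconclusive means fewer than 70 cells counted for the yeast strain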;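 further: median GFP channel fluorescence of the gated AGP1 strain per well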
# MEP2 TOR yeast = modulators of MEP2-GFP levels in yeast, primary screen, S. cerevisiae, multiplex flow cytometry, MLPCN library; S. cerevisiae MEP2-GFP strain, 3 h; 100% = DMSO control level; GFP response vs DMSO, % at 10 µM; 330,000 tested, 0.51% active;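 active means GFP response versus DMSO above a set limit, roughly screen mean plus 3 SD, cut at about 180% in these data; inconclusive means fewer than 70 cells counted for a yeast strain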;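 further: median GFP fluorescence of the barcode-gated MEP2-GFP cells per well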
# LAP4 TOR yeast = modulators of LAP4-GFP expression in yeast, primary screen, S. cerevisiae, multiplex flow cytometry, MLPCN library; GFP response vs DMSO, % at 10 µM; 320,000 tested, 0.34% active; 3 h; median GFP as percent of DMSO wells;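 active means GFP response vs DMSO above a set limit, about the screen mean plus 3 SD, cut at about 150% in these data; inconclusive means under 70 cell events counted for the yeast strain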
# proCasp7 act = procaspase-7 activators, primary screen, counter-screen for procaspase-3 activator project, biochemical, absorbance, HTS, human; Caspase-7 (Homo sapiens), P55210; recombinant procaspase-7, Ac-DEVD-pNA absorbance 405 nm; D23A/D198A/D206A triple mutant, cannot self-cleave; scale: DMSO 0, 5 µM enzyme 100; activation, % at 8.5 µM; 330,000 tested, 0.093% active;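 active means percent activation above the screen-wide mean plus 3 SD, cut at about 25% in these data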
# Target sequence (P55210 whole entry D23A/D198A/D206A): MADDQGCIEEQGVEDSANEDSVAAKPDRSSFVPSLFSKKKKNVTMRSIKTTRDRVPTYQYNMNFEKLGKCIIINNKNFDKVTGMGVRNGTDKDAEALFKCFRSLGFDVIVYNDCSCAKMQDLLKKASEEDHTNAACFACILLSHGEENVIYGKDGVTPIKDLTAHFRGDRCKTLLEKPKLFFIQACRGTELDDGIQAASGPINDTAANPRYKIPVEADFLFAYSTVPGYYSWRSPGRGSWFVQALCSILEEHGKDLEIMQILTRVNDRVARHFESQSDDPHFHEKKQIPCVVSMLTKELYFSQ
#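 Replicates: singlicate. Assay system: Procaspase-7 triple mutant (PC-7 D3A). Signal: 405 nm absorbance of p-nitroaniline. Times: 1 h preincubation, 2 h reaction. Buffer or medium: Zinc-free HEPES pH 7.4 with 300 mM NaCl, 0.01% Triton X-100. Also added: DEVD-pNA substrate. Benchmarks: DMSO wells as 0%, DMSO with 5 µM added PC-7 as 100%.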
# RPL19A TOR yeast = RPL19A-GFP expression modulators in yeast, primary screen, cell-based, S. cerevisiae, multiplex flow cytometry, MLPCN; S. cerevisiae RPL19A-GFP strain, 3 h; stronger effect = lower value; percent response vs DMSO, % at 10 µM; 330,000 tested, 0.3% active; AID 2025, 2009;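 active means percent response vs DMSO below 50%; inconclusive means fewer than 70 events counted for the yeast strain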;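 further: median channel GFP fluorescence of the barcoded RPL19A-GFP strain; ratio of sample median GFP to plate DMSO average so 100% = DMSO; lower means less RPL19A-GFP as with rapamycin TOR inhibition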
# procasp3 activ = activators of human procaspase-3 D3A mutant, primary screen, biochemical, absorbance, PC-3 D3A mutant, single concentration. Caspase-3 (Homo sapiens), P42574. recombinant procaspase-3 D3A, Ac-DEVD-pNA absorbance 405 nm. activation, % at 8.5 µM. 330,000 tested, 0.11% active;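 active means activation above the mean of all tested compounds plus 3 SD, cut at about 21% in these data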;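 further: 0% = DMSO alone and 100% = DMSO wells spiked with extra 5 µM PC-3 D3A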
# Target sequence (P42574 whole entry D9A/D28A/D175A): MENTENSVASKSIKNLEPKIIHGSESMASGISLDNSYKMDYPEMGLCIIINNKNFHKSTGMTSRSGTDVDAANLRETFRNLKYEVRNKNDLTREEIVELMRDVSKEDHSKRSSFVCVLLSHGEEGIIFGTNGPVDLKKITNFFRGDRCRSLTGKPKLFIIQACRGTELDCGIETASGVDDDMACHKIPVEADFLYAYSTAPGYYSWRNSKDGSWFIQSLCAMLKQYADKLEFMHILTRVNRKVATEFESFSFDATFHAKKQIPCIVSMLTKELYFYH
#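 Test system: Procaspase-3 D3A mutant; medium: Zinc-free HEPES/NaCl buffer with 0.01% Triton X-100 at pH 7.4; reagent: DEVD-pNA substrate; doses: one concentration, 8.5 µM nominal, 0.8% DMSO; times: 1 h preincubation plus 2 h reaction at 25 °C; signal: Epi-absorbance at 405 nm of released p-nitroaniline, 0 and 120 min; replicates: singlicate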
# CIT2 TOR yeast = modulators of CIT2-GFP expression in yeast, primary screen, S. cerevisiae, GFP fusion, multiplex flow cytometry, MLPCN library | S. cerevisiae CIT2-GFP strain, 3 h; 100 means same as DMSO wells | GFP response vs DMSO, % at 10 µM | 320,000 tested, 0.065% active;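 active means GFP response relative to DMSO above a set limit, near the screen mean plus 3 SD, cut at about 150% in these data; inconclusive means Fewer than 70 cells measured for a yeast strain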;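 further: ratio of well median GFP fluorescence to mean of DMSO wells on the plate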
# AHR activator = AHR activators, primary screen, cell-based, luminescence, luciferase reporter, human; AHR-responsive luciferase reporter cells; activation, % at 5 µM; 320,000 tested, 2.5% active; AID 2796, 2010; in the data active means activation above about 47%;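 further: 0% = vehicle wells and 100% = reference agonist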
# Active calls of the source: *; ? = inconclusive; . = no result given; [ ] = remark or other dose.
SMILES,AGP1-GFP MLPCN,MEP2 TOR yeast,LAP4 TOR yeast,proCasp7 act,RPL19A TOR yeast,procasp3 activ,CIT2 TOR yeast,AHR activator
COc1ccc([C@@H]2[C@@H]3C(=O)N(C(C)(C)C)C(=O)[C@@H]3[C@]3(C)C(=O)N(c4ccc(C)cc4)C(=O)N23)cc1,80,95,112,-9,98,-4,70,1
CN(C(=O)COC(=O)c1ccc(=O)n(Cc2ccccc2)n1)C1CCS(=O)(=O)C1 (stereo unspecified),110,109,100,9,103,-12,109,4
CCOC(=O)c1nnc(-c2ccccc2)nc1Oc1ccc(Cl)cc1,104,105,105,14,101,2,91,10
CC(C)(C)c1ccc(S(=O)(=O)N2CCN(C(=O)C3CCC3)CC2)cc1,107,101,111,1,106,2,105,0
COc1ccccc1NC(=O)N(CCN(C)C)Cc1cc2cc(C)ccc2[nH]c1=O,109,138,122,6,104,1,128,4
O=C(NN1C(=O)C2C(C1=O)C1C=CC2C12CC2)c1ccccc1Cl (stereo unspecified),94,111,100,7,91,-4,91,-2
CCc1cc(=O)[nH]c(SCC(=O)Nc2cc(C)on2)n1,103,104,104,-2,100,1,98,1
CSc1nc(C)c(C(=O)C[n+]2ccccc2)cc1C#N,89,101,92,0,98,6,102,8
C=CCn1c(C)c(C(C)=O)c(N2CCCC2)nc1=S,92,92,86,2,91,0,77,2
O=C(Nc1ccc2c(c1)CCC2)Nc1ccc(F)cc1F,90,106,88,-12,95,6,95,4
O=C(Nc1ccccc1NC(=O)NC1CCCCC1)NC1CCCCC1,.,104,106,5,106,-2,107,-6
COc1ccc(NC(=O)CCCC(=O)OCC(F)(F)C(F)F)cc1,103,109,102,-5,107,4,95,-1
Cc1oc(C(=O)Nc2ccc(O)cc2)cc1COc1ccccc1,99,94,104,-3,99,-7,95,3
Clc1ccccc1N1CCN(Cc2c[nH]c3ccccc23)CC1,89,98,102,2,98,5,100,9
CCCCc1ccc(NC(=S)N2CCN(c3ncccn3)CC2)cc1,95,97,100,7,93,-2,84,0
COc1ccc(C(C)(C)C)cc1NC(=O)c1ccoc1C,101,97,102,-8,103,9,94,42
CC(C)NC(=O)c1ccccc1NC(=O)/C=C/c1cccc([N+](=O)[O-])c1,94,98,96,3,102,-3,90,20
COC(=O)c1ccc(Oc2nc(Nc3ccc(F)cc3)nc(N3CCCC3)n2)cc1,96,99,101,7,102,1,93,1
Fc1ccccc1-c1nc(-c2ccncc2)no1,97,104,97,2,103,-3,107,16
FC(F)(F)c1nnc2c(Sc3ccccn3)nc3ccccc3n12,93,91,103,-3,96,-9,87,22
CC(C)(C)c1n[nH]c(=S)n(/N=C/c2cccs2)c1=O,92,104,92,-5,106,2,92,8
CC1CN(C(=O)CNC(=O)COc2ccccc2)CC(C)O1 (stereo unspecified),96,90,93,-1,93,-1,84,1
CNc1c(NC(=O)COc2ccc(Cl)cc2)c(=O)oc2ccccc12,101,103,100,-2,98,-6,108,6
CCCCCC[C@@H]([C@@H](C)O)n1cnc2c(N)ncnc21,102,99,106,-8,106,-3,102,-4
Cc1csc(=O)n1CCC(=O)OCC(=O)Nc1ccc(C(N)=O)cc1,112,97,108,2,94,-9,101,-1
COc1ccc(/C=C/C(=O)NC(=S)Nc2ccccc2)cc1OC,98,103,98,-11,99,-2,93,0
O=C(NC(=S)NCc1ccco1)c1cccc(Cl)c1,92,94,118,3,98,7,97,0
O=C(NCCCN1CCCC1=O)Nc1ccc(Cl)cc1Cl,115,104,113,-1,114,-5,116,4
CCC(=O)Nc1ccc(C(=O)CSc2nc3ccccc3[nH]2)cc1,99,99,91,-14,103,-9,100,0
COc1cccc(CN(CC(=O)NC2CCCCC2)C(=O)c2csnn2)c1,104,106,96,-5,102,2,97,6
CCCN1CCN(C(=S)Nc2sc(CC)cc2C(=O)OC)CC1,94,82,88,0,90,1,87,8
CC(NC(=O)c1ccc2c(c1)OCO2)c1cccc(C(F)(F)F)c1 (stereo unspecified),95,98,103,-3,95,4,91,2
COc1ccc(NC(=O)CSc2nc(SC)ns2)cc1,103,106,107,8,104,1,99,5
O=C(Nc1cc(C(F)(F)F)ccc1N1CCOCC1)c1ccc(Br)o1,105,109,105,7,105,2,106,6
Cc1ccc(NC(=O)Cn2nc(C(=O)Nc3ccc(C)cc3)ccc2=O)cc1,106,96,101,8,98,-2,93,12
O=C(NNc1ccccc1)/C(=C\c1cccnc1)NC(=O)c1ccccc1,100,91,100,1,98,-9,96,1
CC(=O)c1ccc(N2CCN(C(=O)CN(C)S(=O)(=O)c3cnc[nH]3)CC2)cc1,101,102,102,6,98,11,100,1
Cc1ccc2c(CC(=O)O)coc2c1,.,?,?,4,?,10,?,0
COc1ccc(S(=O)(=O)N2CCc3ccccc32)cc1C(=O)NCC(c1ccco1)N1CCCC1 (stereo unspecified),106,99,104,3,97,1,99,1
CN(C)CCCN(Cc1ccccc1)C(=S)Nc1ccc(F)c(Cl)c1,99,96,99,4,101,-2,100,3
O=C(CNC(=O)c1ccco1)N=Nc1c(O)[nH]c2ccc(Br)cc12,90,95,86,-5,96,-6,94,27
COc1ccc(/C=C/C(=O)c2ccc(OC)cc2OC)cc1,93,100,101,5,96,0,92,-3
COc1ccc(N2CCN(C(c3ccccc3OC)c3nnnn3Cc3ccco3)CC2)cc1 (stereo unspecified),100,95,97,0,96,-2,96,-2
CC(=O)Nc1ccc(S(=O)(=O)NCC2CCC(C(=O)NCc3ccccc3)CC2)cc1 (stereo unspecified),105,99,89,9,100,1,100,0
O=C(Oc1c(-c2ccccc2)c(=O)n2c3c(cccc13)CC2)c1ccc(Cl)cc1,98,96,112,13,100,4,102,-1
O=C(OC(c1ccccc1)c1nccc2ccccc12)c1cc([N+](=O)[O-])cc([N+](=O)[O-])c1 (stereo unspecified),91,103,112,-9,101,1,85,2
CCN1C(=O)/C(=C/c2ccc(C)s2)NC1=S,89,99,95,-27,98,-16,103,5
O=C(CCc1nnc(C2CCCCC2)o1)NCc1cccc(-n2cccn2)c1,102,101,113,4,100,-2,99,0
CCOc1ccccc1/C=N/NC(=O)c1c(C)nc2ccc(Br)cn12,71,97,89,0,99,10,85,11
C=CCn1c(SCc2csc(-c3ccc(Cl)cc3)n2)nnc1-c1ccccc1OC,101,104,104,-5,106,3,96,21
O=C(CCn1c(=O)c2cccn2c2ccc(F)cc21)NCCc1ccccc1,106,108,108,2,101,0,107,-1
Cc1nc2ccc(S(=O)(=O)NC(C(=O)N3CCn4c3nc3ccccc34)C(C)C)cc2s1 (stereo unspecified),106,100,95,-19,101,-3,106,7
CN(Cc1ccc(F)cc1)Cc1nc(-c2ccccc2)no1,100,89,85,8,102,-4,100,-2
COc1ccc(NC(=O)CCn2nc(C)cc2C)cc1,97,98,95,10,.,0,95,1
CCN(CC)c1ccc(C(=O)OCC(=O)Nc2ccc3[nH]c(=O)[nH]c3c2)cc1,109,109,105,-4,105,-2,106,4
O=C(O)c1ccc(S(=O)(=O)N2CCN(c3ccccn3)CC2)cc1,100,110,90,1,103,-2,105,-1
Cc1cc(C)n(-c2cc(O)c(-n3nc(C)cc3C)cc2O)n1,101,98,103,-7,99,3,97,1
CC(=O)Nc1ccc(S(=O)(=O)NCCC(=O)OCC(=O)N2CCN(C(=O)c3ccco3)CC2)cc1,76,103,69,-4,97,2,84,0
COCCN1Cc2cccc(C(=O)Nc3cc(C)cc(C)c3)c2C1=O,101,105,119,2,100,5,94,47
Cc1ccc(N=Cc2c(O)c3ccccc3n(C)c2=O)cc1,87,101,89,.,101,.,89,.
# Continuation.
SMILES,AGP1-GFP MLPCN,MEP2 TOR yeast,LAP4 TOR yeast,proCasp7 act,RPL19A TOR yeast,procasp3 activ,CIT2 TOR yeast,AHR activator
C=CCOc1ccc(/C=C\c2nc(O)c([N+](=O)[O-])c(=O)[nH]2)cc1OC,109,102,93,.,104,.,104,.
CC(C)n1c(SCC(=O)N2CCN(C)CC2)nc2c1c(=O)n(C)c(=O)n2C,103,105,92,0,104,-5,100,0
Cc1nc2ccc(C(=O)N3CCN(c4ccccc4)CC3)cc2s1,99,103,95,5,95,2,93,1
Cc1nn(-c2ccccc2)c(C)c1NC(=O)COC(=O)c1cc([N+](=O)[O-])ccc1NCCO,108,105,105,1,105,5,95,0
Cc1nc2ncnn2c(C)c1CCC(=O)NCCCN1CCN(c2cccc(Cl)c2)CC1,?,180*[may fluoresce violet],104[may fluoresce violet],5,24*[may fluoresce violet],11,?,0
O=C(Cc1ccc(F)cc1)Nc1cccc2cccnc12,94,112,85,0,109,12,104,-2
Cn1c(=O)c2c(nc(N/N=C3\CCCc4ccccc43)n2Cc2ccc(F)cc2)n(C)c1=O,103,121,98,-1,107,4,110,95*
O=C(COc1ccc(Br)cc1)Nc1ccc2c(c1)C(=O)NC2=O,103,118,100,1,98,2,112,-4
CCn1c(Cc2ccccc2)nnc1SCC(=O)N1CCCC1=O,86,96,85,12,97,11,91,-2
CC(=O)Nc1ccc(S(=O)(=O)NCCC(=O)Nc2ccc(C)c(Cl)c2)cc1,97,91,93,1,102,-1,106,0
COc1ccccc1NC(=O)C1CCCN(c2nc(C)cc(C)n2)C1 (stereo unspecified),105,108,104,-3,102,7,105,2
COc1ccc(OC)c(C(=O)/C=C/c2ccccc2C(F)(F)F)c1,.,141,117,1,89,-5,76,11
Cc1nn(-c2ccc(Cl)nn2)c(=O)c2ccccc12,106,100,113,-1,95,7,98,5
CSc1ccc(CN(C)C(=O)C23CC4CC(CC(Cl)(C4)C2)C3)cc1,101,102,94,0,109,8,101,0
C/C=C/C(=O)Nc1cccc(C(F)(F)F)c1,90,94,83,11,97,2,94,1
CC(=O)c1cccc(NC(=O)N2CCCC2C(=O)NCc2ccc(C)cc2)c1 (stereo unspecified),91,88,92,-11,93,8,88,0
COc1ccc(-n2nc3c(c2NC(=O)COc2ccccc2F)CS(=O)(=O)C3)cc1,101[may fluoresce green],99[may fluoresce green],99[may fluoresce green],2,102[may fluoresce green],-5,113[may fluoresce green],2
CCOc1ccc(Oc2c(C)oc3cc(O)ccc3c2=O)cc1,105,101,118,3,104,5,102,-1
O=C(NCc1ccc(F)cc1)c1cc(S(=O)(=O)N2CCCCC2)c[nH]1,95,95,91,0,96,2,100,2
COc1ccc(C)cc1S(=O)(=O)N(CC(=O)N1CCCC1)c1ccc(C)cc1,98,101,90,15,102,6,103,-2
